Screening results as filed in PubChem BioAssay.
OPRM1-OPRD1 ag: agonists of human mu-delta opioid receptor heterodimerization. P35372+P41143. cells, OPRM1-OPRD1 heterodimerization, luminescence. activation, % at 9.3 µM. 340,000 tested, 0.3% active; in the data active = activation above about 18%;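 also: 0% = vehicle-treated cells and 100% = reference agonist; values of inactives mirror those of a sister screen read the other way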
Target sequence (P35372 whole entry, looked up): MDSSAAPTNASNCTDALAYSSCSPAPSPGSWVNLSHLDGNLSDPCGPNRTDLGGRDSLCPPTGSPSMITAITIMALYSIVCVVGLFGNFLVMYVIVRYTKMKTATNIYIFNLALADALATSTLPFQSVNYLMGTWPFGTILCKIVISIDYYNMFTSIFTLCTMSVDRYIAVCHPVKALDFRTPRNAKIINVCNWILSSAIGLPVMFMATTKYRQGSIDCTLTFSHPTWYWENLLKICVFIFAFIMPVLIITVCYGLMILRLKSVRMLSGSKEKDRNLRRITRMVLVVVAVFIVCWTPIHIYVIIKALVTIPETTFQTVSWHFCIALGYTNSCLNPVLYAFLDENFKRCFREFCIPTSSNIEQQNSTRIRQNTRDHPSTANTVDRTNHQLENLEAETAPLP
Target sequence (P41143 whole entry, looked up): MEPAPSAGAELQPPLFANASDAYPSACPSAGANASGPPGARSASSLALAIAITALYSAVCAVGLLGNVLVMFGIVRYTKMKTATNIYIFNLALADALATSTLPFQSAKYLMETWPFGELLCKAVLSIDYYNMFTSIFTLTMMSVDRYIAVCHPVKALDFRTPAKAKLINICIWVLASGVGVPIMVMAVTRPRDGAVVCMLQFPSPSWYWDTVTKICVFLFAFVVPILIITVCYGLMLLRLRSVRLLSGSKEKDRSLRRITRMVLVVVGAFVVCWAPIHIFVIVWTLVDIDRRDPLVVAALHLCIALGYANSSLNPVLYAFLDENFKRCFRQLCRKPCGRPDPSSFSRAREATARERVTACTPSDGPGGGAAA
RTF Ca sens act: cardiac RTF calcium sensitization. AID 493008. P19429+P45379. IANBD-labeled TnC RTF fluorescence at EC20 calcium; 0% EC20 calcium, 100% full calcium. 340,000 tested, 0.24% active. activation, % at 7.2 µM;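 active = activation above the mean over all tested compounds plus 3 SD, cut at about 30% in these data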;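 also: rise in fluorescence read as greater calcium sensitivity of cardiac thin filaments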
Keap1 Nrf2 FP: disrupts human Keap1 binding to Nrf2 peptide. Q14145. Keap1 Kelch-Nrf2 peptide fluorescence polarization, 1536-well. inhibition, % at 9.4 µM. 340,000 tested, 0.15% active. AID 504523; in the data active = inhibition above about 12%;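 also: human Keap1 Kelch domain with fluorescein labeled Nrf2 9mer peptide probe; 0% = neutral control wells and 100% = peptide positive control; higher means more block of Keap1 binding to Nrf2 peptide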
Arr AP2 block: human beta-arrestin and AP2 interaction inhibition | FITC-arrestin peptide / GST-AP2 beads, flow cytometry; AP2 beta2 appendage carries R879A mutation | inhibition, % at 10 µM | 340,000 tested, 0.31% active | AID 504490;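 active = inhibition above a set limit, near 3 SD of compounds lacking own fluorescence, cut at about 54% in these data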;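 also: plate controls were DMSO wells for no effect and 5 µM unlabelled arrestin peptide for full effect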
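Measured by: flow cytometry, FL1 (488/535 nm); Material: AP2 appendage R879A on GSH beads; Evaluation: percent response; Timing: pre-incubation 12 min, peptide binding 1 h, room temperature; Also added: 50 nM FITC-arrestin peptide; Medium: PBS with 0.05% Tween 20 and 0.1% BSA.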
V-ATPase pH: alters yeast V-ATPase proton transport | S. cerevisiae, pHLuorin cytosolic pH fluorescence | response, % at 10 µM | 350,000 tested, 0.37% active | AID 504577; in the data active = response mostly above about 7.3%, no sharp cut-off; inactive = mostly below about 5.4%; also: actives read high; inactives centre near 0; some compounds called inactive have numbers as strong as hits; reference of the scale not given here
DSG3 Ab inh: inhibitors of pemphigus antibody binding to human desmoglein-3; P32926; DSG3-coupled beads, scFv-anti-DSG3-GFP binding, flow cytometry; active compounds read low; binding (percent of control), % at 10 µM; 310,000 tested, 0.48% active; AID 588358;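 active = binding more than 3 SD below its plate's average and above zero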;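 also: hits lower antibody fragment binding to DSG3; some compounds called inactive have numbers as strong as hits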
OPRM1-OPRD1 inv: inverse agonists of human mu-delta opioid receptor heterodimerization; cell-based MOR-DOR heterodimer luminescence, inverse agonism; 340,000 tested, 0.21% active; inhibition, % at 9.3 µM; in the data active = inhibition above about 22%, passing the limit was not always enough;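 also: 0% = cells with DMSO and 100% = wells without cells with DMSO; values of inactives mirror those of a sister screen read the other way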
Wnt bcat act: activators of Wnt/beta-catenin signaling. Wnt/beta-catenin reporter cell assay, activator, plate reader. activation, % at 9.35 µM. 300,000 tested, 1.2% active; in the data active = activation above about 30%, passing the limit was not always enough;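 also: 0% = neutral control wells and 100% = positive control wells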
C-LANA FP: KSHV C-LANA DNA binding inhibition; inhibition, % at 9 µM; MBP-C-LANA/FAM-LBS DNA binding, fluorescence polarization; 340,000 tested, 0.078% active;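 active = highest replicate inhibition at or above 60% at 9 µM, even if other replicates fall short; inactive = all replicates below 60% inhibition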;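 also: 0% = neutral control wells and 100% = 4 µM acridine orange control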
Cardiac RTF inh: cardiac RTF calcium desensitization. IANBD-labeled cardiac RTF, Ca2+ fluorescence. 340,000 tested, 0.12% active. AID 493244. inhibition, % at 7.15 µM. P19429+P45379;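 active = inhibition above the mean inhibition of all tested compounds plus 3 SD, cut at about 17% in these data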;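 also: assay run at fixed EC70 calcium of 1.6 mM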
The depositor's hits bear a star; / = not tested or not shown; & = joins results of further samples.

SMILES,DSG3 Ab inh,Keap1 Nrf2 FP,OPRM1-OPRD1 ag,Wnt bcat act,RTF Ca sens act,Arr AP2 block,Cardiac RTF inh,C-LANA FP,V-ATPase pH,OPRM1-OPRD1 inv
O=C(Nc1ccccc1C(F)(F)F)N1CCCC1c1cccnc1 (centres undefined),116,-1,-3.2,1,7,1,-8,-1.7,-7,17
COc1cc(OC)cc(C(=O)NC2CC3CCC(C2)N3C)c1 (centres undefined),105,-5,-1.3,-2,-1,6,0,2.4,-1,5
O=C(CSc1nnc(NC2CCCCC2)s1)Nc1ccc(N2CCOCC2)cc1,105,-3,2.9,0,2,-3,-8,1.8,-2,-16
C=CCC1(CC=C)CCCN1C(=O)C1CCC(=O)N(CCc2ccccc2)C1 (centres undefined),/,-6,1.8,29,0,0,-14,1.8,3,-10
Cc1ccc(S(=O)(=O)c2cccc(S(=O)(=O)N3CCCC3)c2)cc1S(=O)(=O)N1CCCC1,102,2,-0.4,5,5,25,-2,0.6,1,2
COc1ccc(S(=O)(=O)n2ccc(-c3ccc4c(c3)CCC(C)(C)O4)n2)cc1,101,/,/,3,/,13,/,/,1,/
CCCN1C[C@H](CSC)C[C@@H]2c3cccc4[nH]cc(c34)C[C@H]21,106,-3,2.2,2&1,5,20,9,1.4,1,-12
COc1ccc(CNC(=O)c2c(-c3cc(Cl)c(OC)c(Cl)c3)noc2C)cc1,103,-5,6.0,-1,-1,2,-7,-0.7,1,-30
O=c1[nH]c(CN2CCN(S(=O)(=O)c3ccccc3C(F)(F)F)CC2)nc2sc3c(c12)CCCC3,99,-6,1.1,3,0,3,-5,-2.2,-1,-7
Cc1ccc(NC(=O)COC(=O)c2cc(C)nc3ccccc23)c([N+](=O)[O-])c1,83,1,-3.0,-3,-6,13,-3,1.6,-3,15
O=C(C1CCCN(c2ncccn2)C1)N1CCc2ccccc21 (centres undefined),100,5,-1.6,/,2,24,-4,1.5,5,9
CC(Oc1ccc(F)cc1)C(=O)Nc1cc(C(F)(F)F)ccc1-n1cncn1 (centres undefined),102,-4,3.2,-2,0,0,8,-1.2,7,-21

SMILES,DSG3 Ab inh,Keap1 Nrf2 FP,OPRM1-OPRD1 ag,Wnt bcat act,RTF Ca sens act,Arr AP2 block,Cardiac RTF inh,C-LANA FP,V-ATPase pH,OPRM1-OPRD1 inv
COc1ccc(NC(=O)CCC(=O)N/N=C/c2cccnc2)cc1,103,-3,-1.0,-1,-6,38,-4,0.6,-3,5
Cc1ccc(NC(=O)CN2C(=O)NC(C)(CC(C)C)C2=O)c(Br)c1 (centres undefined),92,-4,-2.2,1,-3,-9,2,2.8,2,11
N#Cc1c(NC(=O)CSc2ncnc3c2cnn3-c2ccccc2Cl)sc2c1CCCC2,91,-7,-3.0,/,4,60*,-13,-0.1,-1,15
O=c1c2[nH]c3ccc(F)cc3c2ncn1CCN1CCN(Cc2ccccc2)CC1,104,1,-0.9,0,-3,3,-11,-1.4,1,5
COc1ccccc1NC(=S)Nc1ccccc1F,92,-4,-1.6,/,3,0,-4,0.6,-2,8
O=C(CC(=O)N/N=C\c1ccccc1)NCCc1ccccc1,100,-3,-1.4,0,2,-2,-14,0.9,-5,7
Cc1nnc(SCC(=O)Nc2cc(S(=O)(=O)N3CCCC3)ccc2Cl)s1,91,1,-1.8,0,4,-5,-16,-2.0,7,9
CN1c2ccccc2C(=O)NC1c1ccc(Cl)cc1 (centres undefined),104,1,-0.7,-1,0,51,-5,2.1,2,3
COCCN1Cc2cc3cc(C)ccc3nc2SC1=Nc1ccc(OC)cc1,98,-1,0.8,0,2,-3,0,0.8,2,-4
CC(C)(C)OC(=O)N1CCC(C(=O)N2CCC[C@H]2C(=O)O)CC1,100,-4,-1.7,-1,7,-8,-4,-1.1,2,9
CC(=O)NC1=NC(=O)/C(=C/c2cc(C)n(-c3cccc(C(=O)O)c3)c2C)S1,/,-22,/,0,/,-10,/,7.5,-3,/
Cc1ccc(-n2c(-c3ccco3)nc3nc4ccccc4nc32)cc1,111,3,0.3,-4,-1,11,-5,0.7,2,-2

SMILES,DSG3 Ab inh,Keap1 Nrf2 FP,OPRM1-OPRD1 ag,Wnt bcat act,RTF Ca sens act,Arr AP2 block,Cardiac RTF inh,C-LANA FP,V-ATPase pH,OPRM1-OPRD1 inv
COc1cccc(-n2c(=S)sc3c(=O)n(-c4ccccc4OC)c(SCC4OCCO4)nc32)c1,100,-3,-1.6,-1,6,-5,-13,-1.7,-4,7
Cc1ccc(-c2csc(NC(=O)C3=COCCO3)n2)cc1C,118,4,0.0,13,-13,15,1,0.3,6,0
O=C(NCCc1ccccc1)C1CCCN(S(=O)(=O)c2cnc[nH]2)C1 (centres undefined),111,-6,-0.6,-5,2,0,-4,0.5,-1,3
CCC(CC)C(=O)Oc1c(Sc2ccccc2[N+](=O)[O-])c(C)nn1C(C)(C)C,101,4,1.1,/,-5,-21,8,-0.1,-3,-6
COC(=O)CCC(=O)Nc1ccc(NC(=O)CCC(=O)OC)cc1,92,3,-3.2,/,-2,6,0,2.0,2,16
O=C(O)CN1C(=O)CC(Cc2ccc(Cl)cc2)C1=O (centres undefined),102,0,-3.5,-2,2,29,-4,-0.2,-3,15
COC(=O)C1N[C@@H]([C@@H](NC(=O)COc2ccccc2)C(=O)NCc2ccsc2)SC1(C)C (some centres undefined),104,1,-0.5,-4,0,8,1,0.2,0,3
O=C(NCCS(=O)(=O)N1CCN(c2ccc(F)cc2)CC1)C12CC3CC(CC(C3)C1)C2,96,1,3.8,3,1,5,-3,1.1,1,-24
CCNC(=O)C/C(C)=N/NC(=O)C(=O)Nc1ccc(CC)cc1,95,-1,-0.3,2,1,23,0,1.1,-3,1
COc1cc(C(=O)O/N=C2\C=CC(=O)C=C2C)cc(OC)c1OC,113,-9,1.5,27,-1,-5,1,0.1,-1,-11
Cc1c(NC(=O)COC(=O)C2=COCCO2)cccc1[N+](=O)[O-],101,-1,-3.6,0,6,-2,4,0.1,-5,18
Cc1ccc(S(=O)(=O)CCC(=O)OCC(=O)NC2CCS(=O)(=O)C2)cc1 (centres undefined),107,-2,-1.4,0,4,38,-2,-0.9,-1,8

SMILES,DSG3 Ab inh,Keap1 Nrf2 FP,OPRM1-OPRD1 ag,Wnt bcat act,RTF Ca sens act,Arr AP2 block,Cardiac RTF inh,C-LANA FP,V-ATPase pH,OPRM1-OPRD1 inv
O=C(Oc1c(Cl)cc(Cl)c2cccnc12)c1cccs1,100,-5,5.6,/,2,17,-17,2.8,1,-29
CCn1cnc2c(oc3ccccc32)c1=O,114,-3,-2.0,3,3,2,-3,0.4,-4,10
Cc1sc(NC(=O)c2cc(-c3ccc(Cl)cc3)nc3ccccc23)c(C(N)=O)c1C,/,0,-0.1,/,-2,21,-7,0.3,-5,0
S=C(NCCN1CCOCC1)Nc1ccc(Cl)cc1,99,1,-0.6,/,9,27,-10,-1.8,4,3
O=C1CC(NCc2ccco2)C(=O)N1CCc1ccccc1 (centres undefined),93,-7,-2.9,0,-3,-4,-1,1.0,0,15
Cc1ccc(OCC(O)CNC2CCCC2)c(C)c1 (centres undefined),108,0,-1.1,-1,-9,-3,5,-0.2,-1,5
CC1(C)Cc2ccccc2-c2nc(NCCCO)n(-c3ccccc3)c(=O)c21,120,0,-1.9,/,6,-4,-2,0.8,2,9
CCCC(C(=O)NCc1ccco1)N(C(=O)CNS(=O)(=O)c1ccccc1)C1CCCC1 (centres undefined),109,2,-0.9,-3,4,12,-5,-1.3,3,4
COc1ccc(C(=S)N2CCNCC2)cc1,79,-2,-2.2,1,-4,3,2,0.2,0,12
CCOc1ccc(N(C)S(=O)(=O)c2ccc(C)c(C(=O)Nc3nnc(C4CC4)s3)c2)cc1,89,-6,1.8,-2,-2,-5,9,-1.8,3,-8
C=CCc1c(C)nc(-c2ccccc2)nc1N/N=C(\C)c1ccccc1,102,2,1.2,10,-4,-4,4,-0.3,1,-6
COC(=O)CCSCC(=O)Nc1ccc(C)c(S(=O)(=O)N2CCCCC2)c1,71,-2,1.6,3,12,2,-3,2.3,0,-9

Next section (5 carried over from the part before).
SMILES,DSG3 Ab inh,Keap1 Nrf2 FP,OPRM1-OPRD1 ag,Wnt bcat act,RTF Ca sens act,Arr AP2 block,Cardiac RTF inh,C-LANA FP,V-ATPase pH,OPRM1-OPRD1 inv
CCCC(C(=O)NCc1ccco1)N(C(=O)CNS(=O)(=O)c1ccccc1)C1CCCC1 (centres undefined),109,2,-0.9,-3,4,12,-5,-1.3,3,4
COc1ccc(C(=S)N2CCNCC2)cc1,79,-2,-2.2,1,-4,3,2,0.2,0,12
CCOc1ccc(N(C)S(=O)(=O)c2ccc(C)c(C(=O)Nc3nnc(C4CC4)s3)c2)cc1,89,-6,1.8,-2,-2,-5,9,-1.8,3,-8
C=CCc1c(C)nc(-c2ccccc2)nc1N/N=C(\C)c1ccccc1,102,2,1.2,10,-4,-4,4,-0.3,1,-6
COC(=O)CCSCC(=O)Nc1ccc(C)c(S(=O)(=O)N2CCCCC2)c1,71,-2,1.6,3,12,2,-3,2.3,0,-9
Cc1[nH]nc2c1C(c1cccs1)C(C#N)=C(N)O2 (centres undefined),100,-2,-1.4,4,-9,7,0,0.4,-3,8
COc1ccccc1N=C(C)C1=C(O)COC1=O,101,3,-0.9,/,-4,-6,-6,-3.1,6,5
CCN1CCC(N2CCN(c3ccccc3OC)CC2)CC1,115,-1,-3.2,-1,-2,50,6,0.4,-1,16
O=C1CN(C(=O)CSc2nc3ccccc3n2CCc2ccccc2)c2ccccc2N1,/,-4,-1.1,/,5,/,-22,-0.5,-8,6
